Source: PubChem (National Center for Advancing Translational Sciences (NCATS))
ALOX12 inh: Primary qHTS assay for inhibitors of human arachidonate 12S-lipoxygenase (ALOX12): Round 2; purified 12hLO, xylenol orange hydroperoxide absorbance; Polyunsaturated fatty acid lipoxygenase ALOX12 (Homo sapiens), P18054; actives 1.1% (n = 580,000); Potency, µM (doses to about 108 µM), for the others: top-dose activity change, negative = inhibition, most hits filed as inhibitors; active means well fitted inhibition curve with a large enough effect; inconclusive means small, poorly fitted or top-dose-only effect, or another doubt; inactive means no such curve, though single readings can be large or run the other way
Target sequence (P18054 whole entry, looked up): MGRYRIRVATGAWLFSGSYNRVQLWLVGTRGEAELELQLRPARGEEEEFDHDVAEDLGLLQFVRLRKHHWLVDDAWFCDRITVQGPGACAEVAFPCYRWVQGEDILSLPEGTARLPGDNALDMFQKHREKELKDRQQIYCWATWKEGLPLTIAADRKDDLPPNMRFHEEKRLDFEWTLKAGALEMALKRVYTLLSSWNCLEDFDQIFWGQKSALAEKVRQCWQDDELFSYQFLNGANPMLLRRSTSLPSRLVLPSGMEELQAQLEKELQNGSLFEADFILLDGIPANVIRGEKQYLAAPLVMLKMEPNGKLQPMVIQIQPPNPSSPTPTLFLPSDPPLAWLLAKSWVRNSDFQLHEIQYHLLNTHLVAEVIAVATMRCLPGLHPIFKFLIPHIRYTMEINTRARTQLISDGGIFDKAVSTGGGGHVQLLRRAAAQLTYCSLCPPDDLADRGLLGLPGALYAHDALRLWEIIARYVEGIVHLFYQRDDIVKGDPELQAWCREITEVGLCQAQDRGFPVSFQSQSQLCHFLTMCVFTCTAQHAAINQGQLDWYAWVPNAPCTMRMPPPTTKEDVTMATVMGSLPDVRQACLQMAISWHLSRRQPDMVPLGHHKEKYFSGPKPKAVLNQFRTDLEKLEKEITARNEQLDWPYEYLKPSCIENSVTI
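Purified human 12hLO at 150 nM in 25 mM Hepes, 0.01% Triton X-100, pH 7.0, preincubated 15 min at room temperature with compound. Reaction started with 40 uM arachidonic acid, 30 min at room temperature. Hydroperoxide measured by Fe-xylenol orange, 573/405 nm absorbance ratio.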
* hit, by the source's call; ? = inconclusive; [ ] = dose if it differs, or a comment. On the % scale 0 is the no-effect control and ±100 the full control effect; potency means the concentration at half of the fitted maximal effect. Only part of the results is shown, so the mix of outcomes need not match the whole.

The opening 14 compounds, to show the layout:
SMILES	ALOX12 inh
CCCCCCC1CCC(=O)O1 (stereo unspecified)	6%[176 µM]
O=C(NC1CCC(n2cc(C(=O)N3CCCC3)nn2)CC1)C(c1ccccc1)C1CCCC1 (stereo unspecified)	-3%
COc1ccc(C(=O)N2CC[C@@H]3COCCN(Cc4cccnc4)[C@@H]3C2)c(OC)c1	48%
CC(C)c1nncn1C1CCN(S(=O)(=O)c2ccccc2)CC1	33%[activator]
O=C(c1cscn1)N1CCC(F)(c2nc(-c3ccncc3)no2)CC1	23%
CCN(CC)c1ncccc1CNC(=O)Nc1ccc2c(c1)OCO2	-14%
CN1C(=O)CCC2(CNC(=O)C3CC3)CCCC=C12 (stereo unspecified)	11%
Fc1ccc(-c2noc(-c3nnn4c3COC(c3ccc(Cl)cc3)C4)n2)cc1F (stereo unspecified)	39%[activator]
CCOc1cccc(CNC(=O)c2noc(-c3ccc(C)cc3)n2)c1	5%
O=C(N[C@@H]1C[C@H](Cn2cc(-c3cccnc3)nn2)[C@@H](O)[C@H]1O)C1CCCC1	80%[activator]
O=C1COc2ccc(Nc3ccccc3F)nc2CN1Cc1ccc(F)cc1	?
O=C(c1cccs1)N1CCC2(CC1)SCC(=O)N2c1ccc(Cl)cc1	16%
CCc1noc(-c2ccn3c(CNC(=O)c4ccc(C)c(C)c4)nnc3c2)n1	8%
Cc1cccc(CC(=O)N2CCC3(CC2)CC(O)CCO3)c1 (stereo unspecified)	5%

This part in full, from the start:
SMILES	ALOX12 inh
CCCCCCC1CCC(=O)O1 (stereo unspecified)	6%[176 µM]
O=C(NC1CCC(n2cc(C(=O)N3CCCC3)nn2)CC1)C(c1ccccc1)C1CCCC1 (stereo unspecified)	-3%
COc1ccc(C(=O)N2CC[C@@H]3COCCN(Cc4cccnc4)[C@@H]3C2)c(OC)c1	48%
CC(C)c1nncn1C1CCN(S(=O)(=O)c2ccccc2)CC1	33%[activator]
O=C(c1cscn1)N1CCC(F)(c2nc(-c3ccncc3)no2)CC1	23%
CCN(CC)c1ncccc1CNC(=O)Nc1ccc2c(c1)OCO2	-14%
CN1C(=O)CCC2(CNC(=O)C3CC3)CCCC=C12 (stereo unspecified)	11%
Fc1ccc(-c2noc(-c3nnn4c3COC(c3ccc(Cl)cc3)C4)n2)cc1F (stereo unspecified)	39%[activator]
CCOc1cccc(CNC(=O)c2noc(-c3ccc(C)cc3)n2)c1	5%
O=C(N[C@@H]1C[C@H](Cn2cc(-c3cccnc3)nn2)[C@@H](O)[C@H]1O)C1CCCC1	80%[activator]
O=C1COc2ccc(Nc3ccccc3F)nc2CN1Cc1ccc(F)cc1	?
O=C(c1cccs1)N1CCC2(CC1)SCC(=O)N2c1ccc(Cl)cc1	16%
CCc1noc(-c2ccn3c(CNC(=O)c4ccc(C)c(C)c4)nnc3c2)n1	8%
Cc1cccc(CC(=O)N2CCC3(CC2)CC(O)CCO3)c1 (stereo unspecified)	5%
O=C(NCCC1CCCCC1)c1ccc2nccn2c1	48%[activator][176 µM]
NC(=O)[C@H](Cc1cccs1)NC(=O)[C@@H]1C[C@@H](NC(=O)c2cnccn2)CCN1C(=O)COCC(=O)O	37%
O=C(Nc1cccc2ccccc12)O[C@@H]1CO[C@H]2[C@@H]1OC[C@@H]2NC(=O)N1CCOCC1	-31%[176 µM]
CC1=C[C@@H](CNC(=O)c2cccnc2)[C@H](C(C)C)C[C@H]1CC(=O)N1CCCC1	51%[activator][176 µM]
O=C(NC1CCCC1)c1ccc(CN2C(=O)NC3(CCS(=O)(=O)CC3)C2=O)cc1	30%
O=C(C1CC1)N1CCCCCC1c1nnc(-c2ccccc2)o1 (stereo unspecified)	-4%
O=C(NCc1ccccc1F)c1ccc2c(c1)CN(Cc1ccncc1)CCO2	?
Cc1ccc(C2Cn3nnc(-c4noc(-c5cccs5)n4)c3CO2)cc1 (stereo unspecified)	15%
NC(=O)c1ccc(-c2nc(-c3ccc4c(c3)OCCO4)c(-c3ccccn3)[nH]2)cc1	14%[57.4 µM]
COc1cccc(CC(=O)Nc2ccc3c(c2)CN(Cc2cccc(OC)c2)C(=O)C(C)O3)c1 (stereo unspecified)	-5%
CCCCn1nc(C2CCOC2)nc1-c1cnc(NC)nc1 (stereo unspecified)	100%[activator]
Cc1ccc(S(N)(=O)=O)cc1C(=O)N[C@H]1[C@@H]2CCO[C@@H]2[C@@H]1C1CCCC1	7%
Cc1cc(C[C@@H]2COC[C@@H]2NC(=O)c2cccc(-n3nc(C)cc3C)c2)on1	23%
O=C(c1n[nH]c2ccccc12)N1CCCC1c1nc(CCOCC2CC2)no1 (stereo unspecified)	14%
Cc1ccc(C)c(C(=O)NC2CCN(C(=O)c3cc4c(=O)[nH]c(C)cn4n3)CC2)c1	36%[activator]
CN1CCC(NC(=O)c2cccc3c2CCN3C(=O)C2CC2)CC1	41%[activator]
Cc1noc([C@@H]2CN(Cc3c(C)n[nH]c3C)C[C@H]2CO)n1	10%
COC(=O)C1=C(C)N(Cc2cccc(C(F)(F)F)c2)C(=NCc2ccccc2C(F)(F)F)NC1c1cccc(C(F)(F)F)c1 (stereo unspecified)	-21%
CCOC(=O)C1=CCN(S(=O)(=O)c2ccc(Cl)cc2)C1c1cccc(Cl)c1 (stereo unspecified)	?
Cc1cccc2c1N[C@H](/C=C/C(=O)OC(C)(C)C)C2	-27%
Fc1ccc(/C=C/CN2CCC(n3cc(C4CCCC4)nn3)CC2)cc1	10%
O=C(c1cc(Cl)ccc1F)N1CCCC2(C1)NC(=O)N(Cc1ccccc1)C2=O (stereo unspecified)	27%
CCCN1CC(Oc2cccc(C(=O)N3CCOCC3)c2)C1	1%
CNC(=O)[C@@H]1CN(Cc2cccc(Cl)c2F)C[C@H]1CO	59%[activator]
O=C1N(c2ccccc2)c2ccccc2C12CCN(Cc1ccc(C(F)(F)F)cc1)C2 (stereo unspecified)	9%[6.33 µM]
CN(Cc1ccccc1)Cc1cc(C[C@@H]2CC[C@H](O)[C@@H](CNC3CCOCC3)O2)no1	24%[176 µM]
COCCNC(=O)Cc1ccc(N(Cc2cccc(F)c2)C(=O)c2ccco2)cc1	10%
Cc1cc2c(c(=O)o1)[C@@]1(C(=O)N(C)c3ccccc31)C1=C(CCC1=O)O2	1%
COCC(=O)N[C@@H]1CN(Cc2ccc(C)cc2C)C[C@H]1CO	?
CN1CCC(NC[C@H]2Cn3c(-c4ccc5c(c4)OCCO5)cnc3CO2)CC1	8%[176 µM]
Fc1ccc(-c2ccc3ncc(Nc4ccc5c(c4)OCCO5)n3n2)cc1	23%[176 µM]
COc1ccc(CN[C@H]2[C@H](O)[C@H](O)C[C@@H]2c2ccc(N3CCOCC3)nc2)cn1	-29%[176 µM]
COc1ccc(NC(=O)Cn2c(-c3ccc(F)cc3)nc(C)cc2=O)cc1OC	4%
COc1ccc(CC(=O)N2CCOC[C@H](Oc3ccccc3)C2)cc1	10%[176 µM]
O=C(c1cc2sccc2[nH]1)N1CCCn2nc(C(O)CO)cc2C1 (stereo unspecified)	51%[activator]
CC(C)c1ccc(CNC(=O)CN2CC3CC(C2)[C@H]2CCCC(=O)N2C3)cc1 (stereo partly specified)	-1%

(more compounds)
SMILES	ALOX12 inh
C=CC[C@]12C[C@@]3(O[C@H](C4CCCCC4)N=C3C[C@H](c3ccc(OC)cc3)[C@H]1C)N(Cc1ccncc1)C2=O	10%
COc1ccc(-n2nc(C3CCN(Cc4cccnc4)CC3)[nH]c2=O)cc1	?
Cc1cccc(CN2CCCC3(CCN(C(=O)Cc4cccnc4)C3)C2=O)c1 (stereo unspecified)	14%
Cc1cc(C(=O)N[C@H](C)c2c(-c3ccc(F)cc3)noc2C(=O)O)c(C)o1	?
CC(=O)N1CCC(N2CC3(C2)C(=O)N(Cc2ccccc2Cl)C(=O)[C@@H]2C[C@@H](O)CN23)CC1	-47%
CSCC[C@@H]1NC(=O)c2cc(NC(=O)Cn3ccc4ccccc43)ccc2NC1=O	35µM*
Cc1cc(C(=O)N2CCCC3(C2)Nc2cccnc2NC3=NCc2ccccc2)nn1C (stereo unspecified)	30%[activator]
CC[C@H]1CN(C(=O)Nc2cccc(OC)c2)CC[C@H]1CC(=O)N1CCC(C(=O)OC)CC1	66%[activator]
O=C(NCCc1noc(C2CC2)n1)Nc1ccc(C(F)(F)F)cc1	13%
COc1ccc(-c2nc(C)nc3c2CCN(Cc2cncs2)CC3)cc1	7%
Cc1ccc(-n2nc(C)c([C@@H]3C=C[C@@H](NCc4ccc(N(C)C)cc4)C3)c2C)cc1Cl	?
CCOc1ccccc1CNC(=O)c1ccc2c(c1)CC(=O)N2C	41%[activator]
CCOc1ccccc1NC(=O)N1CCN(C(=O)N2CC3CC(C2)[C@H]2CCCC(=O)N2C3)CC1 (stereo partly specified)	11%
COc1ccc(-c2nc(C3CC3)nc3c2CCN(C(=O)c2ccc(C(F)(F)F)cc2)CC3)cc1	?
CN1C(=O)c2cccn2CC1CNC(=O)c1cc(-c2ccc(F)cc2)n[nH]1 (stereo unspecified)	88%[activator]
COc1ccc(-c2cc(N3CCCN(C(=O)c4ccc(C)nc4)CC3)n[nH]2)cc1	39%[activator]
O=C(Cc1cccs1)N[C@H]1CC[C@@]23CCCN2C(=O)CCC[C@H]3[C@H]1Cc1ccccc1	-2%
COc1cccc(-c2noc(CC3CCN(C(=O)c4ccccc4C)CC3)n2)c1	2%
CNC(=O)c1noc([C@@H]2CC(F)(F)CN2C2CCOCC2)n1	43%[activator]
CN(C)C(=O)c1cccc2c1CCN2C(=O)Nc1ccc(F)cc1	19%
CCCN1CCN(C(=O)C2CCc3ncc(-c4ccsc4)n3C2)CC1 (stereo unspecified)	71%[activator]
O=C(O)CC1(CC(=O)N[C@H]2CO[C@H]3[C@@H]2OC[C@@H]3n2nnnc2Oc2ccccc2)CCCC1	20%
O=C(CN1C(=O)COc2ccc(C(=O)COc3ccccc3Cl)cc21)NC1CCCCC1	38%[activator]
Cc1c(Cl)cccc1NC(=O)Cn1c(C)cc2nc3n(c(=O)c21)CCCCC3	?
O=C(c1nc(-c2ccc(Cl)nc2)c2cnccn12)N1CCN(c2ncccn2)CC1	2%[6.33 µM]
COc1ccc(OC2CN(Cc3ccc(C(F)(F)F)cc3)C2)cc1	5%[6.33 µM]
O=C(CCc1nnn2c1CN(C(=O)c1ccccc1)CC2)N1CCOCC1	37%
Cc1cc(C)c(CNC(=O)c2cc(-c3ccccc3)cc3c2OCCN3C)c(=O)[nH]1	53%[activator][176 µM]
CCn1ncc(CN2C[C@@H](CO)[C@H](NC(C)=O)C2)c1C	74%[activator]
COc1cccc(C2Cn3nnc(-c4nc(-c5ccccc5F)no4)c3CO2)c1 (stereo unspecified)	28%
O=C(NCC1CCOCC1)c1cccc(C(F)(F)F)c1	28%
Cc1cc(CNC(=O)c2cccc(F)c2F)c2[nH]c(C)c(C)c2c1	-4%
COc1ccc(-c2noc([C@@H]3CCCN3C(=O)Cc3ccccc3)n2)cc1OC	24%
COC(=O)[C@]1(C#N)[C@@H](c2ccccc2)C(=O)N(Cc2ccc(Cl)cc2)[C@@H]1c1ccc(OC)cc1	3%
CN1CC(=O)N(C2CCNC2)Cc2c(NCc3ccccn3)ncnc21 (stereo unspecified)	43%[activator]
O=C(N[C@H]1CC[C@@]23CCCN2C(=O)CCC[C@H]3[C@H]1Cc1ccccc1)c1ccc(C(F)(F)F)cc1	-25%
COc1ccc(CNC(=O)C2(N3C[C@@H](C)O[C@@H](C)C3)Cc3ccccc3C2)cc1	-8%
CCCC(=O)OC	14%[176 µM]
COc1ccccc1-c1[nH]ncc1CN1CCCCCNC(=O)CC1c1ccccc1 (stereo unspecified)	-9%
CCOc1ccccc1C(=O)N1CCC2(CC1)CN(c1ncccn1)CC2CO (stereo unspecified)	2%
CN1CCCCCC(O)c2cc(C(=O)N3CCCCCC3)ccc21 (stereo unspecified)	57%[activator]
O=C(C1CCCC1)N1CCC2(CC1)NC(=O)N(c1ccccc1)N2	2.8µM*
Cc1nc(CN2C(=O)OC3(CCN(Cc4ccc(C(C)C)cc4)CC3)C2(C)c2ccccc2)cs1 (stereo unspecified)	0%
COc1ccc(C(=O)N2CCCN(c3cc(-c4ccc(Br)cc4)[nH]n3)CC2)cc1F	14%
COc1ccc(CNC(=O)N2CCCOCCNC(=O)[C@@H]3CCCC[C@@H]32)cc1	12%
O=C(C1NCCc2[nH]cnc21)N1CCc2nnc(-c3ccccc3)n2CC1 (stereo unspecified)	14%
N#Cc1ccc(CN2CCC(c3nc4ccc(F)cc4c(=O)[nH]3)CC2)cc1	?
COc1ccc(Cc2nc3nccc(-c4ccc(OC)cc4)n3n2)cc1	22%
COc1ccc(-n2nc(C3CCCN(CC4CCCCC4)C3)[nH]c2=O)cc1 (stereo unspecified)	11%
COc1ccc(S[C@]2(C(=O)N3CCOCC3)CC(=O)N(c3ccc4ccccc4c3)[C@@H]2c2ccc(OC)cc2)cc1	?

More structures follow.
SMILES	ALOX12 inh
O=C(O)CCn1ncc2cc(OCC3CCN(c4ncc(F)cn4)CC3)ccc21	13%[176 µM]
CNC(=O)[C@@H]1C[C@@H](O)CN1C1CCN(C(=O)c2cccc(C)c2)CC1	35%[activator]
CC1CCCCc2cc(O)ccc2OC(=O)CC1 (stereo unspecified)	3%
O=C(CC(c1ccccc1)c1ccccc1Cl)NCc1cc2n(n1)CCNC2 (stereo unspecified)	17%
COc1ccc2c(c1)CN(C1COC1)CC[C@H]1COC(=O)N21	4%[176 µM]
COc1ccc(CCNc2ncnc3c2CN(C2CCC2)C(=O)N(C)C3)cc1	-9%
CSc1ccc(CNC(=O)c2noc(-c3ccc(F)cc3)n2)cc1	25%
CCOC(=O)C1CCCCC(=O)N1 (stereo unspecified)	16%
CN1C(=O)CCC2(CNC(=O)c3cccs3)CCC=C12 (stereo unspecified)	4%
